# LANA DNA inh: inhibitors of KSHV C-LANA binding to DNA, primary screen, biochemical, fluorescence polarization, FAM-LBS DNA, MBP-C-LANA, single point; Kaposi's sarcoma herpesvirus LANA C-terminal domain (residues 932-1162) DNA binding; inhibition, % at 9 µM; 340,000 tested, 0.078% active; AID 504423, 2011;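 active = highest replicate inhibition at or above 60% at 9 µM, even if other replicates fall short; inactive = all replicates below 60% inhibition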;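 also: 0% = neutral control wells and 100% = 4 µM acridine orange control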
# CDK5 p35 inh: inhibitors of human CDK5/p35 kinase, primary screen, biochemical, single concentration | inhibition, % at 10 µM | 330,000 tested, 0.01% active | Cyclin-dependent kinase 5 (Homo sapiens) + Cyclin-dependent kinase 5 activator 1 (Homo … | Recombinant CDK5/p35, ADP-Glo luminescence, 60 min | AID 488839, 2010;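 active = highest replicate inhibition of at least 50% and at least 75% of replicates reaching 50%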;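 also: plate controls were DMSO neutral control for no effect and GW8510 at 10 µM for full effect; many of its hits are not listed in these tables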
# cardiac RTF act: cardiac RTF calcium sensitivity activators, primary screen, biochemical, IANBD-TnC fluorescence, EC20 calcium; Troponin I, cardiac muscle (Homo sapiens) + Troponin T, cardiac muscle (Homo sapiens) + …; IANBD-labeled TnC RTF fluorescence at EC20 calcium; 0% EC20 calcium, 100% full calcium; activation, % at 7.2 µM; 340,000 tested, 0.24% active; AID 493008, 2010;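 active = activation above the mean over all tested compounds plus 3 SD, cut at about 30% in these data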;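 also: rise in fluorescence read as greater calcium sensitivity of cardiac thin filaments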
# RTF Ca sens inh: cardiac RTF calcium sensitivity inhibitors, primary screen, biochemical, IANBD-TnC fluorescence, EC70 calcium. Troponin I, cardiac muscle (Homo sapiens) + Troponin T, cardiac muscle (Homo sapiens) + …. IANBD-labeled cardiac RTF, Ca2+ fluorescence. inhibition, % at 7.15 µM. 340,000 tested, 0.12% active. AID 493244, 2011;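 active = inhibition above the mean inhibition of all tested compounds plus 3 SD, cut at about 17% in these data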;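 also: assay run at fixed EC70 calcium of 1.6 mM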
# PfHsp90 yeast 2: growth inhibition of PfHsp90-expressing yeast, primary screen, antimalarial PfHsp90 inhibitor project, S. cerevisiae, BacTiter-Glo luminescence, single point, set 2 | BacTiter-Glo ATP, 48 h; yeast lacking PDR1 and PDR3 efflux regulators | inhibition, % at 9.4 µM | 310,000 tested, 0.32% active;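 active = every replicate shows inhibition above about 80%, whatever the replicate mean, limit read from the data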;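 also: 0% = DMSO neutral controls and 100% = 20 µM radicicol positive controls; yeast relying on Plasmodium falciparum Hsp90 in place of its own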
# SUMO Mot1 rescue: yeast Mot1-301 growth rescue at high temperature, primary screen, SUMOylation pathway inhibitor project, S. cerevisiae, ATP luminescence, 38.5C | growth rescue, % at 18.8 µM | 320,000 tested, 1% active | S. cerevisiae Mot1-301 growth rescue; percent above DMSO median, 100 means doubled;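 active = every valid replicate shows activation above 250% relative to neutral control wells; inactive = the rest, any valid replicate at or below 250%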;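 also: OY570 slx delta 5 strain wells were the positive control but not used for scaling; some compounds called inactive have numbers as strong as hits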
# Rtt109 Vps75: inhibitors of C. albicans Rtt109/Vps75 HAT, primary screen, biochemical, ThioGlo CoA-SH fluorescence, plate reader; Histone acetyltransferase RTT109 (Candida albicans (strain SC5314 / ATCC MYA-2876)), …; purified Rtt109/Vps75, 4 h; inhibition, % at 34.9 µM; 330,000 tested, 0.16% active; AID 540336, 2011;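 active = inhibition of at least 50% in every replicate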
# NSD2 HMT inh: NSD2 histone methyltransferase inhibitors, primary screen, biochemical, AlphaScreen, single concentration, set 2; Histone-lysine N-methyltransferase NSD2 (Homo sapiens), O96028; inhibition, % at 12.5 µM; NSD2 peptide methylation, 120 min; 310,000 tested, 0.54% active; AID 743445, 2014; in the data active = inhibition above about 50%
# PvdQ acylase: P. aeruginosa PvdQ acylase inhibitors, primary screen, biochemical, fluorescence, plate reader and imaging, single point | PvdQ acylase [Pseudomonas aeruginosa LESB58] | purified PvdQ acylase | inhibition, % at 10 µM | 340,000 tested, 0.063% active | AID 488965, 2010; in the data active = inhibition above about 30%, passing the limit was not always enough;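 also: 0% = vehicle neutral wells and 100% = reference inhibitor wells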
# Keap1-Nrf2 PPI: Keap1-Nrf2 protein-protein interaction inhibitors, primary screen, biochemical, fluorescence polarization, single point; inhibition, % at 9.4 µM; Kelch-like ECH-associated protein 1 (Homo sapiens), Q14145; AID 504523, 2011; Keap1 Kelch-Nrf2 peptide fluorescence polarization, 1536-well; 340,000 tested, 0.15% active; in the data active = inhibition above about 12%;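 also: human Keap1 Kelch domain with fluorescein labeled Nrf2 9mer peptide probe; 0% = neutral control wells and 100% = peptide positive control; higher means more block of Keap1 binding to Nrf2 peptide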
# Target sequence (Q14145 whole entry, looked up, the tested form may be a part): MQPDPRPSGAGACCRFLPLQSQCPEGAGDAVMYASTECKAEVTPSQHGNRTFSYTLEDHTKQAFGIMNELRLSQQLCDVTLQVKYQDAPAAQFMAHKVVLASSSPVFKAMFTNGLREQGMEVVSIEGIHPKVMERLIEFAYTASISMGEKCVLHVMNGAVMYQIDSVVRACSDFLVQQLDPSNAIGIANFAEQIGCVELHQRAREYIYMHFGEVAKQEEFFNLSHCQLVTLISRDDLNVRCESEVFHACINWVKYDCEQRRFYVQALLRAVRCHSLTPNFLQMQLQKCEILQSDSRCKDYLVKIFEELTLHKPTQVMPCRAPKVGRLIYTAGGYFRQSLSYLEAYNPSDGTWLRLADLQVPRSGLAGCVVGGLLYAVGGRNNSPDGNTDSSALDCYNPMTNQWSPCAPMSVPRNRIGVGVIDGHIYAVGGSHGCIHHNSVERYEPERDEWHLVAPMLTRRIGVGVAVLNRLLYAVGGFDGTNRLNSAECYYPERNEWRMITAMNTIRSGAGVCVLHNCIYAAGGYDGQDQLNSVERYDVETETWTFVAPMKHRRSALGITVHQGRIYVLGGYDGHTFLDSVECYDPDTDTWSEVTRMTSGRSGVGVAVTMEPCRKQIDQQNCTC
# dFosB activator: activators of delta FosB homodimer, primary screen, biochemical, fluorescence polarization, TAMRA-CDK5 oligo, single point | Protein FosB (Mus musculus), P13346 | purified delta FosB; percent of positive-control signal above neutral wells | activation, % at 25 µM | 340,000 tested, 0.99% active;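 active = mean activation above about 17%, with every replicate also reaching it, limit read from the data, passing the limit was not always enough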;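 also: fluorescence polarization rise as delta FosB binds a TAMRA Cdk5 AP-1 oligo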
# Target sequence (P13346 whole entry, looked up): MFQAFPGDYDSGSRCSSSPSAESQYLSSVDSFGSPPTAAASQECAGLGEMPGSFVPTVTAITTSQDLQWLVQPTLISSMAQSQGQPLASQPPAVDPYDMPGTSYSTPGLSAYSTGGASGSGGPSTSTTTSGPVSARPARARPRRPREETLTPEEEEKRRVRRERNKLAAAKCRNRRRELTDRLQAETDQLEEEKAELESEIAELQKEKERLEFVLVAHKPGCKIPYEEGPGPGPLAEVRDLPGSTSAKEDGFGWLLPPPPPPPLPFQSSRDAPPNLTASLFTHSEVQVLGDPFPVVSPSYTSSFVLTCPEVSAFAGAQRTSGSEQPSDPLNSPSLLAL
# Starred values were filed as active, the others as inactive; / = no result given.
SMILES,LANA DNA inh,CDK5 p35 inh,cardiac RTF act,RTF Ca sens inh,PfHsp90 yeast 2,SUMO Mot1 rescue,Rtt109 Vps75,NSD2 HMT inh,PvdQ acylase,Keap1-Nrf2 PPI,dFosB activator
O=C(Nc1ccc(Br)cc1)c1ccco1,-1.5,1.0,-3.1,-6.6,6.8,14.0,10.5,-1.2,16.1,-3.0,-6.8
Cc1nc(Nc2ccc(Cl)c(Cl)c2)sc1C(/C=C/c1ccc2c(c1)OCO2)=NNc1ccc([N+](=O)[O-])cc1[N+](=O)[O-],-1.5,1.5,-2.3,-1.8,-8.2,/,3.4,-1.9,-7.6,-5.5,-9.8
Cc1ccc(C2=NN(CC(=O)NCCN(C)C)C(=O)CC2)cc1,-1.0,0.5,-2.3,0.6,1.8,-7.7,4.0,2.1,5.4,1.8,5.4
COC(=O)C1=NNC2(c3ccc(C)cc3)C(=O)N(c3ccc(C)cc3)C(=O)C12 (stereo not given),-2.6,0.1,1.8,1.8,-2.3,28.2,9.1,0.9,0.6,-0.1,8.7
CCCOc1ccc(CC(CC(=O)O)(C(=O)O)C(=O)O)cc1,4.2,-0.4,-6.0,0.4,8.7,12.0,6.4,-1.2,-15.7,-4.5,-0.1
O=C(NCc1ccncc1)c1cccc(F)c1,-1.5,-6.5,6.1,-7.4,-24.2,-17.6,8.6,0.4,-24.8,-9.0,-1.5
NS(=O)(=O)c1ccc(N/N=C/c2ccc(C(=O)O)cc2)c([N+](=O)[O-])c1,-1.1,-7.6,-0.4,5.0,-12.7,-6.8,2.1,1.8,-1.7,-5.3,1.9
Cc1c(C)n(CCc2c[nH]c3ccccc23)ccc1=O,-1.6,0.7,-0.8,-2.3,/,11.9,3.4,-1.3,-11.6,-3.2,-4.2
CCc1cccc(NS(=O)(=O)c2c(C)n[nH]c2C)c1,1.7,-1.8,1.4,-1.6,1.0,-3.2,-1.2,2.1,-4.4,-3.9,-1.7
CC(C)(C)n1nc2c(c1NC(=O)COc1ccc(Cl)cc1)CS(=O)(=O)C2,0.8,-0.8,3.4,-13.3,/,7.0,-2.8,-1.5,-9.2,1.9,-10.4
CCn1c(C(O)c2ccccc2)nc2ccccc21 (stereo not given),-0.6,0.3,3.2,1.3,-19.1,443.0,-1.2,-1.3,-9.7,-3.3,3.4
Cc1[nH]c2ccccc2c1N=Nc1c(C)n(C)n(-c2ccccc2)c1=O,-0.3,-0.8,1.4,9.5,24.8,46.2,2.6,7.5,-13.0,-7.1,-4.2
CC(C)C[C@@H](CN1CCC[C@@H]1CN1C(=O)C(=O)NC[C@@H]1Cc1ccccc1)N1C[C@H](Cc2ccc(O)cc2)N(CC2CCCCC2)C(=O)C1=O,-1.1,-6.0,-7.8,-2.3,15.6,/,6.2,/,-23.8,-5.0,-23.0
CC(C)CCN1C(=O)c2ccc(C(=O)Nc3ccccc3C(=O)O)cc2C1=O,0.1,0.8,0.9,-6.5,-15.2,-12.7,-2.7,4.2,-4.2,6.1,-8.4
CCCC(=O)Nc1ccc(Br)cn1,-0.2,0.4,-4.9,-16.4,13.9,/,10.2,-0.2,-7.3,-5.8,-5.6
Cc1cc(S(=O)(=O)NCc2ccccc2)ccc1OCC(=O)NCc1ccncc1,0.5,-0.8,-0.1,-4.7,-1.5,-10.5,0.0,-0.3,-27.3,-5.9,-11.1
O=P(c1ccccc1)(c1ccccc1)C(O)c1ccc(Br)cc1 (stereo not given),-0.2,-2.3,5.7,-1.1,1.0,26.7,-9.4,12.9,-6.5,-0.4,-3.7
Cc1ccc(-c2cc(C(=O)NCc3cccs3)no2)cc1,-1.2,2.7,-2.3,6.3,9.3,-15.1,-4.5,2.0,6.2,-2.9,0.6
Cc1c(C(=O)N2CCCc3ccccc32)oc2ccc(S(=O)(=O)N3CCOCC3)cc12,-1.0,0.4,1.7,-1.7,/,3.0,4.7,2.8,-0.3,5.2,-8.4
O=C(COC(=O)CCC(=O)c1ccc(Cl)cc1)NCC1CCCO1 (stereo not given),0.5,0.7,8.6,1.0,-29.3,468.1,-0.3,0.3,-7.1,0.6,2.3
CC(C)(C)OC(=O)C[C@@H]1C/C=C\C[C@H](CC(=O)N(CCO)Cc2ccccc2)C(=O)N[C@H](Cc2ccccc2)COC1=O,0.6,0.5,4.8,-13.8,12.5,-9.2,4.7,/,-23.8,-6.0,-0.9
COCCCNC(=O)C1CC(=O)N(c2ccc(C)cc2)C1 (stereo not given),0.1,-0.1,0.8,-0.1,/,-2.9,/,-1.5,0.0,2.9,-1.9
O=C(NC1CCCCC1)C1CC(=O)N(c2ccc(Cl)cc2)C1 (stereo not given),1.0,-0.7,14.8,-4.8,-9.3,-7.7,3.8,/,-9.7,-4.7,-1.3
Cc1ccc(C)c(S(=O)(=O)Nc2ccccc2C(=O)Nc2cc(C)on2)c1,-0.4,1.0,3.5,2.1,14.1,25.8,-3.8,-2.0,-1.0,-3.8,13.5
Cc1ccc(S(=O)(=O)Nc2cccc(Oc3cnccn3)c2)cc1,-0.2,-1.4,/,/,-46.3,-1.4,-15.4,-2.0,-10.8,-1.4,-9.1
SMILES,LANA DNA inh,CDK5 p35 inh,cardiac RTF act,RTF Ca sens inh,PfHsp90 yeast 2,SUMO Mot1 rescue,Rtt109 Vps75,NSD2 HMT inh,PvdQ acylase,Keap1-Nrf2 PPI,dFosB activator
O=C(CCN1CCCCC1)N1CCc2c([nH]c3ccccc23)C1c1cccnc1 (stereo not given),-1.3,0.8,1.3,-13.6,-9.0,/,-2.5,4.0,-12.8,-3.4,-10.0
Cn1c(SCC(N)=O)nnc1-c1ccccc1,-0.2,-1.4,3.7,-6.8,-27.1,-15.3,/,-1.3,-3.2,-3.2,-8.1
COc1ccccc1C(=O)NC(CCSC)C(=O)NNC(=O)C(C)Oc1ccccc1F (stereo not given),-1.2,-0.2,2.6,-1.9,16.2,-2.8,1.1,-0.4,-10.1,2.2,-7.1
COCCCNC(=O)C[C@H]1C[C@H](C(=O)N2CCOCC2)[C@@]2(CCC3CCCC3)c3[nH]c4cc(-c5ccco5)ccc4c3CCN2C1=O,0.5,0.5,-6.1,-3.9,5.9,/,12.8,/,-3.6,-1.2,-6.5
O=[N+]([O-])c1ccccc1/C=N/NC1=NCCCCC1,4.9,3.5,-4.6,-2.5,9.8,-0.2,1.8,-1.1,6.7,-2.1,0.0
O=S(=O)(CC12C3C4C5C1C2C(Br)(C43)C51OCCO1)c1ccccc1 (stereo not given),0.4,-0.2,-11.8,6.7,-5.0,-0.6,18.2,-3.5,-0.3,-3.9,2.1
Cc1cc(NC(=O)COC(=O)c2cc(S(=O)(=O)N(C)C)ccc2Cl)no1,0.4,-0.6,-5.2,0.3,28.8,19.3,-1.6,0.5,-7.0,3.5,3.0
CCN1CCN(C(=O)c2c(-c3ccccc3)noc2C)CC1,6.4,-2.5,-7.1,-1.4,1.2,-5.7,5.8,/,8.0,3.6,-6.2
COC(=O)CC1C(=O)NCCN1C(=O)CSc1nnnn1-c1ccc(OC)cc1 (stereo not given),1.0,-2.7,12.9,-8.0,-57.6,0.3,-0.3,-5.4,-9.5,-5.3,-1.3
O=C(Nc1ccc(OC(F)F)c(Cl)c1)C(c1ccccc1)c1ccccc1,-0.9,-1.1,-7.1,-15.3,11.4,-7.9,/,-0.7,6.0,1.1,0.2
Cn1c(C(=O)N2CCN(c3ccc(F)cc3)CC2)cc2ccccc21,2.9,-0.2,0.7,-5.7,-16.8,-28.5,-2.7,2.5,10.3,-0.9,-4.7
O=C(NCC(c1cccs1)N1CCOCC1)c1ccccc1NS(=O)(=O)c1ccc(Cl)c([N+](=O)[O-])c1 (stereo not given),0.6,0.0,0.5,-5.8,-8.5,-23.8,1.7,/,-16.8,-4.7,-5.2
Cc1ccc(Nc2ccc(C(N)=O)cc2[N+](=O)[O-])cc1C,0.4,-9.4,-0.3,0.4,-23.0,5.6,-0.2,-2.0,-15.5,-3.2,-1.2
C=CCC1(CC=C)CCCN1C(=O)CC1C(=O)NCCN1Cc1cccc(OC)c1OC (stereo not given),0.8,1.8,0.8,-9.3,-55.5,70.8,-14.3,-2.3,-15.1,-0.9,-15.2
C=C1CC(C(=O)N/N=C/c2ccc(O)cc2)C1,-1.4,-0.2,5.0,-11.4,14.5,-3.2,-2.1,0.9,-4.4,1.5,-11.5
O=C(/C=C/c1ccccc1)OCC(=O)N1CCCC1,0.0,-2.3,0.3,0.8,-3.2,1.9,-19.0,6.8,-10.1,-7.3,0.2
CC1CCCC(NC(=O)COC(=O)c2cc(S(=O)(=O)N3CCCCC3)ccc2N2CCOCC2)C1C (stereo not given),1.6,-0.6,0.6,-2.8,/,-3.3,-5.8,3.4,-20.4,2.7,-12.9
CCn1c(SCC(=O)Nc2ccc(OC)cc2)nc2c1c(=O)n(C)c(=O)n2C,1.6,-1.3,-0.4,7.6,5.8,92.7,-9.6,-0.7,5.3,1.7,-5.7
C=CCCCCCCCCC(=O)NNC1=CC(=O)CC(C)(C)C1,-1.1,1.9,1.1,-5.5,3.0,-3.1,8.3,-2.5,2.7,3.4,-9.3
Cc1cc2cc(CN(Cc3cccs3)S(=O)(=O)c3ccc4c(c3)OCCO4)c(=O)[nH]c2cc1C,0.2,2.6,-2.1,0.9,19.5,32.5,0.5,0.1,-11.7,-3.3,13.9
CC(=O)Nc1ccc(C2Nc3cc(C)c(C)cc3NC3=C2C(=O)CC(C)(C)C3)cc1 (stereo not given),2.7,-0.7,5.5,-5.8,-7.8,4.4,1.4,0.3,-9.6,1.6,1.5
CCCC(c1nnnn1Cc1ccco1)N1CCN(C(=O)c2ccco2)CC1 (stereo not given),-0.7,-1.2,2.3,-6.6,-5.9,/,2.4,1.0,-2.5,-6.3,-5.1
CC(=O)c1ccc(N/C=C/C(=O)c2ccc(Br)cc2)cc1,2.3,1.0,6.2,-5.0,-6.7,-2.8,1.2,0.6,-15.1,1.1,-1.0

# Screening results: PubChem, several laboratories
